UPR XBP1 act – activators of adaptive XBP1 UPR arm, primary screen, cell-based, CHO-XBP1 luciferase reporter, luminescence, uHTS; IRE1-XBP1 UPR activation; percent of tunicamycin response, DMSO as zero; activation, % at 20 µM; 330,000 compounds, 0.33% hits; AID 463104, 2010;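 active means versus positive control, 20 µM dose yields 30% or more activation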;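 further: 100% = tunicamycin at 10 µg/mL and 0% = DMSO only wells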
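Assay system: CHO-XBP1 luciferase reporter cells; Schedule: 6 h treatment, 37 °C; Detection: glow luminescence from Steady-Glo reagent; Benchmarks: high control tunicamycin 10 µg/mL final, low control DMSO vehicle only.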
NLRP3 yeast inh – NALP3 inflammasome inhibitors in reconstituted yeast, primary screen, luminescence, uHTS; Yeast reconstituted NLRP3/ASC/caspase-1, beta-gal luminescence, 24 h; inhibition, % at 10 µM; 330,000 compounds, 0.39% hits;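 active means inhibition of 50% or more; inactive means inhibition below 50%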;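 further: plate controls were induced DMSO wells for no effect and uninduced yeast grown without galactose for full effect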
tim23-1 inh – growth inhibitors of tim23-1 mutant yeast, primary screen, luminescence, uHTS. inhibition, % at 20 µM. 330,000 compounds, 1.3% hits. S. cerevisiae tim23-1 growth, BacTiter-Glo luminescence, 24 h;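 active means growth inhibition of the mutant yeast at or above 50%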;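 further: temperature-sensitive mutant grown at 25 °C; plate controls were DMSO-treated mutant yeast for no effect and medium wells lacking yeast for full effect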
tim10-1 inh – growth inhibitors of tim10-1 mutant yeast, primary screen, luminescence, uHTS. S. cerevisiae tim10-1 ts strain growth, BacTiter-Glo, 24 h. inhibition, % at 20 µM. 330,000 compounds, 2.2% hits;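 active means inhibition of at least 40%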;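 further: mutant grown at 25 °C; 0% = DMSO wells with yeast and 100% = wells holding no yeast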
CHOP UPR activ – activators of apoptotic CHOP UPR arm, primary screen, cell-based, CHO-CHOP luciferase reporter, luminescence, uHTS; UPR activation; percent of tunicamycin response over DMSO baseline; activation, % at 10 µM; 330,000 compounds, 0.34% hits; AID 449763, 2010;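 active means at 10 µM dose, activation of 40% or more, normalized to positive control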;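 further: 100% = tunicamycin at 10 µg/mL and 0% = DMSO alone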
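Assay system: CHO cells with stable CHOP pathway luciferase reporter; Buffer or medium: F12 plus 10% serum; Times: 16-18 h cell attachment, then 6 h compound exposure, 37 °C; Signal: luciferase luminescence; Read-out basis: percent activation relative to tunicamycin control; Control set: tunicamycin high control, DMSO low control.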
Mdm2-MdmX inh – inhibitors of human Mdm2-MdmX association, primary screen, cell-based, luminescence, split luciferase, SaOS-2, uHTS; 330,000 compounds, 3% hits; Protein Mdm4 (Homo sapiens) + E3 ubiquitin-protein ligase Mdm2 (Homo sapiens), …; inhibition, % at 8 µM; SaOS-2 split-luciferase Mdm2/MdmX complementation;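 active means inhibition of at least 50% at 8 µM in the primary screen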
APJ ag – agonists of human apelin receptor APJ, primary screen, CHO-K1 cells, PathHunter beta-arrestin, luminescence. 330,000 compounds, 0.11% hits. AID 2520, 2010. P35414. 0% DMSO wells, 100% apelin. activation, % at 20 µM;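 active means activation more than six SD over the plate average, tested at 20 µM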;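 further: 0% = DMSO alone and 100% = apelin-13 at 10 nM; some results filed as inactive read as strong as hits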
Target sequence (P35414 whole entry, looked up): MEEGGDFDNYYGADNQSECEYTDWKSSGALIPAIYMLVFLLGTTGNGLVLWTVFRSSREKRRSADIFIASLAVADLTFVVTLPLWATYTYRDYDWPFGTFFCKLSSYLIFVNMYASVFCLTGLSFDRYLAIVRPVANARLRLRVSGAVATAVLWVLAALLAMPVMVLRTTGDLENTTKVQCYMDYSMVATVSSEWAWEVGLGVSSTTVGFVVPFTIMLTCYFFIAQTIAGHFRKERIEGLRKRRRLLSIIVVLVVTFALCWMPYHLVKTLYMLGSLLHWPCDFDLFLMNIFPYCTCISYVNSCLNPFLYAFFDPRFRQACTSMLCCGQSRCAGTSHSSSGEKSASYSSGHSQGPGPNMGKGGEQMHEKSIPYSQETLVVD
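assay system = CHO-K1 APJ beta-arrestin complementation cell line | input = cell density 1000 per well | dosing = compound 20 µM once, DMSO 1% | timing = compound 90 min 25 °C, reagent 1 h | measured by = luminescence from split beta-galactosidase complementation, Galacton Star/Emerald II substrate | read-out basis = APJ agonist activity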
NR3A LBD binder – binders of NR3A ligand-binding domain, primary screen, biophysical, differential scanning fluorimetry, uHTS. Glutamate receptor ionotropic, NMDA 3A (GRIN3A) ligand-binding domain. NR3A LBD differential scanning fluorimetry, Tm shift; 0% = protein alone, 100% = glycine-bound protein. Tm shift relative to glycine control, % at 25 µM. 340,000 compounds, 2.5% hits. AID 1259313, 2017;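 active means melting temperature shift of at least 10% of the positive control shift, at one fixed dose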
TIM10 inh – growth inhibitors of isogenic TIM10 control yeast, primary screen, counter-screen for tim10-1 yeast inhibitor project, luminescence, uHTS; S. cerevisiae TIM10 strain growth, BacTiter-Glo luminescence, 24 h; inhibition, % at 10 µM; 330,000 compounds, 1.4% hits; AID 463195, 2010;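 active means inhibition of 40% or more at the single tested concentration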;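 further: wild-type TIM10 isogenic control strain grown at permissive 25 °C; 0% = DMSO yeast wells and 100% = minimal medium wells without yeast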
* = called active by the depositor; · = no result given.

SMILES | UPR XBP1 act | NLRP3 yeast inh | tim23-1 inh | tim10-1 inh | CHOP UPR activ | Mdm2-MdmX inh | APJ ag | NR3A LBD binder | TIM10 inh
Cc1cc(-c2n[nH]c(=S)n2/N=C/c2ccc(C)s2)n[nH]1 | 2.3 | 12.2 | 11.5 | 3.8 | -1.3 | -14.7 | -1.6 | 0.2 | 16.3
COc1ccc(S(=O)(=O)c2ccccc2)cc1NC(=O)c1c(F)cccc1F | -2.4 | 14.4 | 17.6 | 23.4 | 3.6 | 36.0 | 0.5 | 0.0 | 20.7
O=C(O)/C(=C\c1ccccc1)c1ccccc1 | 0.5 | 7.6 | 24.9 | 6.0 | -2.3 | 23.3 | 0.4 | -0.2 | -9.3
CN(C(=O)c1cc(C(=O)N(C)c2ccccc2)cc([N+](=O)[O-])c1)c1ccccc1 | -5.4 | 35.0 | 18.5 | 21.3 | 0.1 | 33.9 | -1.7 | -2.3 | 0.2
CCCCCCCCNC(=O)c1cccnc1SCC(=O)Nc1ccccc1OC | -0.1 | 3.4 | 12.1 | 23.4 | 3.7 | 14.6 | 1.3 | -8.7 | 20.3
COc1cc(NC(=O)C2CCN(S(=O)(=O)c3ccc(N4CCCC4=O)cc3)CC2)cc(OC)c1 | -5.7 | -11.2 | 13.6 | 22.9 | 2.2 | 22.9 | 6.0 | -2.2 | -2.9
CCN1CCN(C(=O)CCc2nnc(CCc3c[nH]c4ccccc34)o2)[C@@H](C)C1=O | -2.7 | -10.0 | 11.9 | 19.6 | 6.0 | 14.8 | -2.0 | 1.4 | -7.8
CC(NC(=O)c1cc(F)c(F)cc1Cl)c1ccncc1 (stereo not drawn) | -0.9 | 10.2 | 11.7 | 3.5 | -0.3 | 7.0 | -2.9 | 1.4 | 6.4
CS(=O)(=O)c1ccc(Cl)c(C(=O)OCC(=O)NC2CCCCCCC2)c1 | -2.1 | -1.2 | 19.0 | 1.5 | -0.6 | 25.1 | -3.8 | -0.2 | -4.3
CN(CC(=O)NCCc1ccccc1)S(=O)(=O)c1ccc(Br)cc1 | -0.8 | 27.1 | 16.8 | 23.5 | -3.1 | -10.0 | -2.3 | 0.5 | 18.7
COc1cc(CCC(=O)NCc2ccc(S(N)(=O)=O)cc2)cc(OC)c1OC | -6.3 | 2.4 | 3.2 | 21.4 | 0.6 | -6.7 | 0.8 | 2.1 | -4.9
CNC(=O)/C(=N\O)c1ccccc1 | -0.4 | 11.9 | 13.1 | 17.3 | 0.1 | -6.8 | 0.9 | · | -11.0
CC(C(=O)OCC(=O)Nc1cccc(S(=O)(=O)N(C)C)c1)N1C(=O)c2ccccc2C1=O (stereo not drawn) | -3.2 | -8.5 | 11.1 | 9.1 | -1.1 | 7.7 | -5.3 | 0.8 | -5.5
CN(CC(=O)Nc1cccc(F)c1)CC(=O)N(C)CC(=O)Nc1ccccc1Br | 0.3 | 20.0 | 5.5 | -4.2 | -2.0 | -1.0 | -4.7 | 1.0 | 5.7
CCc1ccccc1NC(=O)c1cc(-c2ccco2)on1 | 5.7 | 48.2 | 5.1 | -34.4 | 3.5 | -9.5 | -3.8 | -0.2 | -3.9

By substructure: the entries above containing fluorine (3)
SMILES | UPR XBP1 act | NLRP3 yeast inh | tim23-1 inh | tim10-1 inh | CHOP UPR activ | Mdm2-MdmX inh | APJ ag | NR3A LBD binder | TIM10 inh
COc1ccc(S(=O)(=O)c2ccccc2)cc1NC(=O)c1c(F)cccc1F | -2.4 | 14.4 | 17.6 | 23.4 | 3.6 | 36.0 | 0.5 | 0.0 | 20.7
CC(NC(=O)c1cc(F)c(F)cc1Cl)c1ccncc1 (stereo not drawn) | -0.9 | 10.2 | 11.7 | 3.5 | -0.3 | 7.0 | -2.9 | 1.4 | 6.4
CN(CC(=O)Nc1cccc(F)c1)CC(=O)N(C)CC(=O)Nc1ccccc1Br | 0.3 | 20.0 | 5.5 | -4.2 | -2.0 | -1.0 | -4.7 | 1.0 | 5.7

The list continues.
SMILES | UPR XBP1 act | NLRP3 yeast inh | tim23-1 inh | tim10-1 inh | CHOP UPR activ | Mdm2-MdmX inh | APJ ag | NR3A LBD binder | TIM10 inh
O=C(NC1CCCCC1)c1cccc(N2C(=O)CCC2=O)c1 | -1.9 | 17.4 | 0.4 | -23.2 | 0.7 | 6.7 | 1.1 | 0.4 | -3.0
Cc1cccc(NC(=S)NNC(=O)c2nn(C)cc2Cl)c1 | -1.0 | 5.1 | 21.5 | 24.0 | 1.3 | 10.5 | 0.8 | -0.9 | 6.5
CN(C)/C=C/C(=O)c1ccc(-c2ccc(Cl)cc2Cl)o1 | 6.7 | 28.4 | 17.7 | 3.8 | 5.1 | -48.3 | -2.9 | -2.0 | 5.4
CCOCCCn1c(SCC(=O)N(C)C2CCS(=O)(=O)C2)nc2ccccc2c1=O (stereo not drawn) | 1.4 | 8.5 | 3.9 | 3.3 | -0.1 | 21.3 | 0.9 | 0.3 | 4.6
O=C(Nc1cccc(F)c1)c1ccccc1-c1ccccc1 | -2.1 | 23.3 | 40.7 | 17.6 | 3.4 | 7.3 | 3.9 | 8.6 | 18.2
CC(=O)Nc1ccc(NC(=S)NC(=O)C2CC2)cc1 | 0.7 | -1.8 | 9.9 | 5.5 | 2.9 | 8.2 | -3.2 | 1.1 | -1.5
Cc1ccc(C(CC(=O)N2CCCC2)c2ccccc2)c(O)c1 (stereo not drawn) | -6.0 | -5.2 | 14.4 | 23.4 | 1.4 | -2.0 | -2.9 | -1.1 | 10.7
O=C1OCC(c2ccccc2)=C1c1ccc(S(=O)(=O)N2CCOCC2)s1 | 0.2 | 17.5 | 18.9 | 15.3 | 0.2 | 7.5 | -2.1 | -2.8 | 14.6
CC(=O)c1sc(NC(=O)C=C(C)C)nc1C | 1.5 | 15.4 | 25.4 | 19.2 | 7.3 | -9.0 | -1.3 | 2.7 | 14.1
COCCCNC(=O)c1ccc(N2CCCC2)c(NS(=O)(=O)c2ccc(C)cc2)c1 | 1.6 | -1.5 | 9.6 | 11.6 | -0.5 | 24.8 | -3.9 | 1.5 | 10.9
CC(C)c1nc(Cl)c(C#N)c2c1CCC2 | 0.5 | 2.3 | 4.9 | -0.8 | 0.7 | -17.1 | -6.7 | 1.7 | 6.4
COc1ccccc1S(=O)Cc1ccc(C(=O)NCCc2ccc(Cl)cc2)o1 (stereo not drawn) | -3.9 | -7.1 | 11.5 | 10.5 | 0.8 | 2.6 | -1.8 | -1.2 | 4.9
CCc1ccc(NC(=O)C(=O)NCCN2CCN(C(=O)c3ccco3)CC2)cc1 | -2.1 | 8.5 | 12.5 | 8.6 | -4.1 | 31.0 | -1.9 | -0.2 | 4.2
Cc1nn(C)c(C)c1S(=O)(=O)N(CC(=O)NCc1cccs1)c1ccc(C(C)C)cc1 | -1.3 | 25.3 | 18.8 | 29.1 | -1.9 | 38.2 | -1.5 | -0.7 | 1.5
Cc1n[nH]c(=S)n(/N=C/c2cccs2)c1=O | -1.8 | 13.6 | 19.1 | 13.8 | 1.0 | 8.5 | 1.7 | -2.3 | 23.8
Cc1ccc(N=Nc2c(C)[nH]n(-c3ccccc3)c2=O)cc1Br | -0.9 | 26.7 | -1.5 | -8.5 | 0.2 | 4.0 | -4.8 | 0.0 | 4.8
CN1CCN(/C=C2\SC(=S)NC2=O)CC1 | 3.0 | -2.7 | -6.0 | -13.5 | -1.2 | 2.8 | -3.2 | 0.9 | -5.1
CCN(CC)S(=O)(=O)c1cc(NC(=O)C(C)N2CCN(Cc3ccc4c(c3)OCO4)CC2)ccc1C (stereo not drawn) | 0.0 | 17.8 | 21.4 | 25.0 | 3.7 | 37.4 | 1.6 | -0.6 | -1.2
O=C(Nc1sc2c(c1C(=O)NCc1cccnc1)CCCC2)c1ccco1 | 2.2 | 11.9 | 15.9 | 22.5 | 0.0 | 2.3 | -3.8 | 1.2 | 19.6
CCCCc1ccc(NC(=S)N2CCCC(CO)C2)cc1 (stereo not drawn) | -2.5 | 15.0 | 16.0 | 39.6 | 4.2 | -38.0 | -3.2 | -0.6 | 4.2
CCN(CC)S(=O)(=O)c1ccc(OC)c(NC(=S)Nc2cc(C)ccc2C)c1 | -0.3 | 19.4 | 28.1 | 13.4 | 2.7 | 15.2 | 3.2 | · | 12.4
Cc1oc(-c2cc(Cl)cc(Cl)c2)cc1C(=O)NCCc1ccccc1 | 0.4 | 15.4 | 17.4 | 28.6 | 0.5 | -2.5 | 1.5 | -1.0 | 16.7
CCCn1c(SCC(=O)N2CCCc3ccccc32)nc2c1c(=O)n(C)c(=O)n2C | 3.1 | 7.2 | 10.8 | 16.5 | -2.1 | 5.2 | -1.9 | -1.2 | 8.8
COc1ccc2c(-c3ccccc3)cc(SCC(N)=O)nc2c1 | 0.1 | 10.4 | 34.1 | 4.6 | 0.5 | 31.8 | -1.6 | 0.5 | -10.1
O=C(CC(Nc1cccc(Cl)c1Cl)C(=O)OCC(=O)c1cccs1)c1ccccc1 (stereo not drawn) | -1.5 | -3.9 | 21.7 | 19.3 | 0.5 | -14.5 | -3.7 | -9.8 | 21.3
COc1ccccc1N1CC(C(=O)Nc2cccc(C(=O)O)c2)CC1=O (stereo not drawn) | -2.7 | -14.6 | -1.2 | -6.5 | -2.4 | -11.2 | -1.3 | 1.3 | -14.1
O=C(NCc1ccc2c(c1)OCO2)c1ccc(C2SCC(=O)N2Cc2ccco2)cc1 (stereo not drawn) | -0.2 | -10.6 | 20.6 | 38.7 | -0.9 | 24.9 | -5.5 | -2.4 | 29.8
COc1ccc(-c2csc(N(CCCN(C)C)C(=O)c3ccccc3F)n2)cc1 | -0.7 | 2.0 | 14.0 | 21.7 | -0.5 | 34.9 | -4.6 | -1.6 | 9.2
S=C(NCCCCNC(=S)NCc1ccccc1)NCc1ccccc1 | -1.9 | 14.5 | 2.9 | -13.8 | 1.3 | -12.6 | 2.1 | -10.6 | 2.0
CSc1n[nH]c(-c2sccc2OCc2ccc(C)cc2)n1 | 1.4 | 15.7 | 42.3 | 19.0 | -1.5 | 17.6 | -3.3 | 0.6 | 21.0
CN1CCN(c2ccc(NC(=O)c3cc(Cl)c4c(c3)OCCO4)cc2)CC1 | 4.0 | 18.6 | 0.7 | 0.7 | 1.0 | -11.3 | 6.0 | -2.2 | -3.9
O=C(NC(=S)N(CCO)Cc1ccccc1)c1ccc(F)cc1Cl | 2.9 | 14.5 | 11.6 | 22.1 | 1.0 | -5.6 | -4.4 | 0.5 | 17.7

Assay outcomes (PubChem)
